GCN5L2 inh – inhibitors of human GCN5L2 histone acetyltransferase | Q92830 | GCN5L2 HAT assay, ThioGlo1 CoA-SH fluorescence | Potency, µM (highest dose often 58.9 µM), without a hit: at the highest dose activity change, negative = inhibition, hits mostly inhibitors | 390,000 tested, 0.21% active | AID 504327
Target sequence (Q92830 whole entry, looked up): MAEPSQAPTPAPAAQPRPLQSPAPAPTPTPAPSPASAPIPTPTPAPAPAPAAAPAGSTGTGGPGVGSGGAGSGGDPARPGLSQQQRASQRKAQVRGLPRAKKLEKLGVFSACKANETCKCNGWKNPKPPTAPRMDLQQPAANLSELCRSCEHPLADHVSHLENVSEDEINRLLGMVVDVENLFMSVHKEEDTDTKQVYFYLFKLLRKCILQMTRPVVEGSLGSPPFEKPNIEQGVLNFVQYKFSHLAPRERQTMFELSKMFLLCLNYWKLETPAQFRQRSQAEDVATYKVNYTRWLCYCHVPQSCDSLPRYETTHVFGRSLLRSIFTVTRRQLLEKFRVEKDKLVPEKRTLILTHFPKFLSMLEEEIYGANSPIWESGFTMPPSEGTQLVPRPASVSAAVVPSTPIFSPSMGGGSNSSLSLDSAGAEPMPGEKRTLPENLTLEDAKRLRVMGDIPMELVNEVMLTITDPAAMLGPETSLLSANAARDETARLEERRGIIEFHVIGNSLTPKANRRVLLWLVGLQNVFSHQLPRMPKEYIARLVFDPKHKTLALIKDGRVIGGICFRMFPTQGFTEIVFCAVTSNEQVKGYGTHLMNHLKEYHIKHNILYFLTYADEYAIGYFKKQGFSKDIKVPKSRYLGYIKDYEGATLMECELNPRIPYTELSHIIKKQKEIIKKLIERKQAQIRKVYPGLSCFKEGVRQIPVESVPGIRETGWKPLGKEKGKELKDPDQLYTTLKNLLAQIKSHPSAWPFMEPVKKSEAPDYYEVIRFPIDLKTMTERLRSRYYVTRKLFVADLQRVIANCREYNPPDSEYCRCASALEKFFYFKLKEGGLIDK
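Preincubate 20nM GCN5L2 with compound 15 min, RT → add 50uM ThioGlo1 + 75uM H3(1-25) + 70uM acetyl-CoA → read fluorescence 0 and 20 min. Primary qHTS; fluorescent artifacts likely.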
TDP1 cell CPT – growth inhibition of DT40 Tdp1-/-;hTDP1 cells with camptothecin (screen for TDP1 inhibitors); Potency, µM (titrated, usually from 46.2 µM), inactives show at the highest dose activity change, negative = growth inhibition, hits mostly inhibitors; 420,000 tested, 12% active; chicken DT40 Tdp1-/-;hTDP1 cells + 20 nM CPT, ATP luminescence, 48 h; AID 686979; also: nearly all actives have a fitted effect of over 55% in size
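Chicken DT40 Tdp1-/- cells stably complemented with human TDP1 were seeded at 400 cells/well in medium containing 20 nM camptothecin, exposed to pin-transferred compounds, and grown at 37 °C for at least 48 hr. Viability was read as ATP luminescence.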
DT40 TDP1 no CPT – qHTS for Inhibitors of human tyrosyl-DNA phosphodiesterase 1 (TDP1): qHTS in cells in absence of CPT | DT40 Tdp1-/- hTDP1 cells, no CPT, ATP luminescence, 48 h | Potency, µM (highest dose often 46.2 µM), for inactives: at the top dose activity change, negative = growth inhibition, hits mostly inhibitors | 420,000 tested, 15% active | AID 686978, 2013; also: nearly all actives have a fitted effect of over 55% in size
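DT40 Tdp1-/-;hTDP1 cells, no CPT (DMSO vehicle only), 400 cells/well; compounds pin-transferred; ≥48 hr, 37 °C; CellTiter-Glo 30 min RT dark, luminescence read.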
* = called active by the depositor; ? = inconclusive; . = not tested or not shown; ! = not confirmed by another sample; [ ] = remark or other dose. Calls follow the shape of the dose curve; as a rule, active = well fitted curve in the direction sought with a large enough effect; inconclusive = small, poorly fitted or top-dose-only effect, or another doubt; inactive = no such curve, though single readings can be large; an effect the other way counts as inactive or inconclusive. % is scaled to controls: 0 for no effect and ±100 for the full control effect; potency is read from the fitted curve at half-maximal effect.

Molecule,GCN5L2 inh,TDP1 cell CPT,DT40 TDP1 no CPT
CC(C)(C)c1nn(-c2ccccc2)c2[nH]c(=O)c(C=O)cc12,-9%,?,?
CC(NC(=O)c1ccc(S(=O)(=O)N(C)C)cc1)c1ccccc1 (stereo not given),-3%,-9%,-13%
CN(C)c1ccc2c(c1)Sc1cc(N(C)C)ccc1N2C(=O)c1ccccc1,-8%,?,21µM*
O=C(CN1CCN(c2ccccn2)CC1)Nc1cccc(F)c1,-1%,-1%,-10%
COCc1nn2cc(-c3ccc(C)cc3)nc2s1,-7%,-24%,?
O=C(c1cc(=O)c2ccccc2o1)N1CCN(c2ccccc2)CC1,-2%,1%,14%
COc1cccc2cc(C(=O)Nc3cc(C)cc(C)c3)/c(=N/NS(=O)(=O)c3ccccc3)oc12,-6%,8%,17%
COc1ccc(CN(CC(=O)NC2CCCC2)C(=O)c2ccc(-c3ccccc3)[nH]2)cc1,-4%,-28%,?
CN(C)C(=O)c1c([N+](=O)[O-])ncn1C,2%,0%,-13%
O=C(Cn1cnc2c(cnn2-c2ccc(F)cc2)c1=O)N1CCCc2ccccc21,-4%,-3%,-24%
O=C(NC(c1ccc(Cl)cc1)c1ccsc1)C1CCN(Cc2cccc(C(F)(F)F)c2)CC1 (stereo not given),.,4.1µM*,4.1µM*
COc1cc(NC(=O)CCc2c(C)nn(-c3ccc4nncn4n3)c2C)cc(OC)c1OC,-1%,-3%,-23%
COc1cccc(N2CCN(c3ncnc4c3c(-c3ccccc3)cn4-c3ccc(C)cc3)CC2)c1,15%,3%,-1%
CCOc1c(N2CCOCC2)c(=O)c1=O,-2%,9%,0%
CCOC(=O)c1c(S(=O)(=O)NCC(=O)Nc2ccc(F)cc2C)c(C)n(C)c1C,-2%,1%,-6%
Cc1c(C(=O)NCc2ccc(F)cc2)sc(=O)n1Cc1ccccc1F,.,?,?
CCCCC(=O)Nc1ccc2c(c1)nc1n2CCSC1,0%,-8%,-18%
CCOC(=O)c1ccc(NC(=O)c2nn(C)c3c2COc2ccccc2-3)cc1,-12%,?,-5%
COc1cc(NC(=O)CCCc2nnc3n(C)c(=O)c4sccc4n23)cc(OC)c1OC,-6%,10%,1%
Cc1ccc(CNc2nc(Cl)c(C#N)s2)cc1,-3%,42%[activator],-7%
CC(/C=N\N1CCN(c2ccc(Cl)cc2)CC1)=C\c1ccccc1,-1%,-28%,-21%
CCOC(=O)N1CCN(C(=O)CCn2c(=S)[nH]c3ccccc3c2=O)CC1,-4%,-3%,?
O=C(COC(=O)c1ccc([N+](=O)[O-])o1)NC1CCCc2ccccc21 (stereo not given),-4%,-21%,-10%
Oc1c(C(c2ccc(Cl)cc2)N2CCOCC2)sc2nc(-c3ccco3)nn12 (stereo not given),0%,-8%,-18%
Cc1nnc(SCC(=O)OC2CC(C)CCC2C(C)C)[nH]c1=O (stereo not given),-7%,-14%,-13%
O=C(NCc1cc(C(F)(F)F)cc(C(F)(F)F)c1)C1CC(c2ccc(C(F)(F)F)cc2)=NO1 (stereo not given),.,?,?
Cc1ccc(C(=O)NCc2cccs2)cc1S(=O)(=O)N1CCCCC1,1%,0%,-17%
Nc1cc(C(F)(F)F)ccc1-n1cccc1,0%,-4%,-6%
CCc1cccc(CC)c1NC(=O)COn1nnc2ccc(C(F)(F)F)cc21,2%,-18%,-25%
Cc1cccc(N(CC(=O)NC2CCCCC2)C(=O)CCCC(=O)Nc2ccccn2)c1C,-5%,4%,-23%

Continued, starting with the last 3 of the part before.
Molecule,GCN5L2 inh,TDP1 cell CPT,DT40 TDP1 no CPT
Nc1cc(C(F)(F)F)ccc1-n1cccc1,0%,-4%,-6%
CCc1cccc(CC)c1NC(=O)COn1nnc2ccc(C(F)(F)F)cc21,2%,-18%,-25%
Cc1cccc(N(CC(=O)NC2CCCCC2)C(=O)CCCC(=O)Nc2ccccn2)c1C,-5%,4%,-23%
O=S(=O)(NCc1cccnc1)c1ccc2ccccc2c1,2%,?,21µM*
CCCNC(=O)[C@H]1O[C@@H]1C(=O)N[C@H](C(=O)N1CCC[C@H]1C(=O)OC)[C@@H](C)CC,-8%,1.9µM*,2.4µM*
Cc1ccc2c(c1)C(=O)C(=O)N2CCCOc1ccccc1C,-1%,3.3µM*,2.9µM*
CN(C)C(C(=O)Nc1cc(Cl)cc(Cl)c1)c1ccccc1 (stereo not given),-13%,-3%,?
Fc1cccc(Cc2c(-c3ccccc3)nc3ccc(Cl)cn23)c1,.,?,?
COc1ccc(OC)c(C(=O)NC(CC(N)=O)c2ccc(NCCN3CCCCC3)c([N+](=O)[O-])c2)c1 (stereo not given),1%,?,?
CCS(=O)(=O)N1Cc2ccccc2CC1C(=O)OCC(=O)N(C(C)C)C(C)C (stereo not given),-1%,-9%,-28%
Cc1nc(N2CCCCC2)c2c(-c3cccs3)csc2n1,-2%,?,?
C=CCN1[C@@H](Cc2ccccc2)COc2cc(N3CCSCC3)ccc2S1(=O)=O,.,?,?
O=C(NCCO)c1ccccc1O,2%,-3%,-4%
Cc1ccc(-c2csc3nnc(SCC(=O)Nc4cccc(C)n4)n23)cc1,-3%,-21%,?
CCn1c(=O)c([N+](=O)[O-])c(N2CCSCC2)c2ccccc21,-13%,?,23µM*
COc1ccc(-c2nn3c(-c4cccc(C)c4)nnc3s2)cc1OC,.,?,?
CCN1CCN(C(=O)C(N)Cc2ccccc2)CC1 (stereo not given),-3%,-6%,-21%
CCOC(=O)N1CCN(C(=O)NC2CCCCC2)CC1,14%,0%,-1%
COc1ccccc1NC(=O)CC(NC1CCCCC1)C(=O)O (stereo not given),-3%,-6%,2%
O=C(Nc1cccc(Cl)c1)N(CCN1CCOCC1)Cc1ccccc1F,-1%,-30%,-6%
CCSc1nnc(NC(NC(C)=O)(C(F)(F)F)C(F)(F)F)s1,2%,-3%,1%
O=C(COC(=O)COc1cccc(Br)c1)Nc1ccc(F)cc1F,-6%,-8%,11%
CCc1nc2ccc(C(=O)NCc3ccc4c(c3)OCO4)cn2c1N(CC)CCN(C)C,.,0%,-1%
CC(=C/C(=O)O)/C=C/c1ccc([N+](=O)[O-])cc1,-8%,-5%,-18%
Cc1ccc(C(=O)N(Cc2cc3ccc(F)cc3nc2N2CCC(O)CC2)CC2CCCO2)cc1 (stereo not given),.,2%[9.04 µM],-5%
CCOC(=O)c1csc(-c2ccc(OC)c(OC)c2)n1,-8%,23%,6%
COc1ccccc1OC(C)C(=O)N1CCc2ccccc21 (stereo not given),-3%,-6%,-22%
COc1ccc(NC(=O)CSc2nnc(-c3ccccc3C)n2N)cc1OC,2%,-8%,-2%
CCC(=O)Nc1ccc(NC(=O)/C=C/c2ccc(Cl)cc2)cc1,-2%,-24%,-25%
CN(CC(=O)Nc1ccccc1Sc1ccccc1)C1CCCCC1,-15%,?,-27%
COc1ccc(NS(=O)(=O)c2ccc(N3CCCCC3)c(NC(=O)C(C)NC(N)=O)c2)cc1 (stereo not given),-1%,?,?
O=C(NCc1cccs1)C1CCC(CNS(=O)(=O)c2cccs2)CC1 (stereo not given),-2%[0.501 µM],-12%,-27%
CCOc1ccccc1NC(=O)CSc1nnc(-c2ccncc2)o1,2%,-9%,-26%

Later entries
Second line of a record – GCN5L2 inh | TDP1 cell CPT | DT40 TDP1 no CPT
CC(C)(C)c1ccc(-n2nc(C#N)c(Cl)cc2=O)cc1
 : -4% | 3.7µM* | 2.9µM*
CCS(=O)(=O)C(C)(CCl)C(=O)Nc1ccc(C(=O)OC)cc1 (stereo not given)
 : -1% | -21% | ?
CS(=O)(=O)N1CCN(c2ccc(NC(=O)c3ccc(-c4ccc(Cl)cc4)o3)cc2)CC1
 : -9% | ? | ?
CN(Cc1nccs1)C(=O)c1cc(COc2cccc3cnccc23)on1
 : -3% | 7.3µM* | 10µM*
COc1ccc(-c2ccc(C3C(C#N)=C(N)Oc4n[nH]c(C)c43)o2)cc1 (stereo not given)
 : -9% | 21µM* | 21µM*
Cc1ccc(CN(Cc2cccn2-c2nnc(N3CCCC3=O)s2)C(=O)Nc2cc(C)cc(C)c2)cc1
 : -8% | ? | ?
O=C(Nc1nnc(C23CC4CC(CC(C4)C2)C3)s1)c1ccco1
 : 3% | -11% | 2%
O=C(CCCn1c(=O)[nH]c2ccccc2c1=O)NC1CCCCCC1
 : -10% | -22% | -21%
N#Cc1c(-n2ncnc2-c2ccccc2Cl)sc2c1CCCCC2
 : -3% | -3% | -27%
COc1ccc(C2=NS(=O)(=O)N(C)C(C(=O)Nc3cc(C)ccc3O)=C2)cc1OC
 : 35µM*! | 7.3µM* | 5.2µM*
CCOC(=O)C1=C(CS(=O)(=O)c2ccc(Br)cc2)NC(=O)NC1c1ccccc1 (stereo not given)
 : 1% | 21µM* | ?
CCN1C(=O)[C@H]2[C@@H](c3ccc(OC)cc3)N3C(=O)CN(CC4CC4)C(=O)[C@@]3(C)[C@H]2C1=O
 : -3% | -8% | 4%
O=C(Nc1ccc2nsnc2c1)C1CC1
 : -8% | -20% | -6%
C/C(CCc1ccccc1)=N/NC(=O)C(=O)NC(C)c1ccccc1 (stereo not given)
 : -1% | 4% | -2%
Cc1ccc(C(O)c2ncc(-c3cccc(C(F)(F)F)c3)[nH]2)c(C)c1 (stereo not given)
 : . | ? | ?
Cc1ccc(C)c(N2CCN(C(=O)c3cnn(C(C)(C)C)c3C3CCN(C(=O)OC(C)(C)C)CC3)CC2)c1
 : -27% | 18µM* | ?
CCOC(=O)C1(CCOc2ccccc2)CCN(Cc2cc(OC)c(O)c(OC)c2)CC1
 : -3% | 29µM* | ?
Cc1cccc(NC(=O)CSc2cc(C)c3ccccc3n2)c1
 : -6% | ? | ?
COc1cccc(NC(=O)Cn2nnc(C(=O)Nc3ccccc3)c2N)c1
 : -3% | -24% | 3%
CCCCCCC1CC(C)(C(=O)CNc2nncs2)OC1=O (stereo not given)
 : -4% | 15% | -20%
Cn1ncc(Br)c1NC(=O)Nc1ccc(Cl)cc1
 : -4% | -9% | ?
CCN1C(=O)C2C(c3ccccc3F)NC(Cc3ccc(O)cc3)(C(=O)OC)C2C1=O (stereo not given)
 : -5% | ? | ?
COCCn1c(=O)c(-c2cccs2)nc2cnc(N3CCNCC3)nc21
 : ? | ? | ?
OC(COc1ccccc1)Cn1c2ccccc2c2ccccc21 (stereo not given)
 : -6% | ? | ?
CCc1ccc(NS(=O)(=O)c2ccc3[nH]cc(C(=O)NCCc4cccc(C)c4)c(=O)c3c2)cc1
 : -8% | -27% | -25%
CCCCOC(=O)C1Cc2ccccc2C(=O)O1 (stereo not given)
 : 2% | 1% | -12%
COC(=O)CC1C(C)(C)C(OC(C)=O)[C@@]2(O)C=C3C4CC(=O)OC(c5ccoc5)[C@]4(C)CCC3[C@@]1(C)C2=O (stereo not given in full)
 : 11% | 7% | -1%
O=C(C1CCN(S(=O)(=O)c2ccccc2)CC1)N1CCC1
 : -7% | -4% | -15%

Grouped by structure, the compounds so far with a tert-butyl group (3)
Second line of a record – GCN5L2 inh | TDP1 cell CPT | DT40 TDP1 no CPT
CC(C)(C)c1nn(-c2ccccc2)c2[nH]c(=O)c(C=O)cc12
 : -9% | ? | ?
CC(C)(C)c1ccc(-n2nc(C#N)c(Cl)cc2=O)cc1
 : -4% | 3.7µM* | 2.9µM*
Cc1ccc(C)c(N2CCN(C(=O)c3cnn(C(C)(C)C)c3C3CCN(C(=O)OC(C)(C)C)CC3)CC2)c1
 : -27% | 18µM* | ?

Random excerpt: two records from the list.
Second line of a record – GCN5L2 inh | TDP1 cell CPT | DT40 TDP1 no CPT
COC(=O)CC1C(C)(C)C(OC(C)=O)[C@@]2(O)C=C3C4CC(=O)OC(c5ccoc5)[C@]4(C)CCC3[C@@]1(C)C2=O (stereo not given in full)
 : 11% | 7% | -1%
CCN1C(=O)[C@H]2[C@@H](c3ccc(OC)cc3)N3C(=O)CN(CC4CC4)C(=O)[C@@]3(C)[C@H]2C1=O
 : -3% | -8% | 4%
